Mdm2 MdmX PPI – disrupts the human Mdm2-MdmX interaction; SaOS-2 split-luciferase Mdm2/MdmX complementation, luminescence; O15151+Q00987; inhibition, % at 8 µM; 330,000 tested, 3% active;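 active = inhibition of at least 50% at 8 µM in the primary screen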
Target sequence (O15151 whole entry, looked up): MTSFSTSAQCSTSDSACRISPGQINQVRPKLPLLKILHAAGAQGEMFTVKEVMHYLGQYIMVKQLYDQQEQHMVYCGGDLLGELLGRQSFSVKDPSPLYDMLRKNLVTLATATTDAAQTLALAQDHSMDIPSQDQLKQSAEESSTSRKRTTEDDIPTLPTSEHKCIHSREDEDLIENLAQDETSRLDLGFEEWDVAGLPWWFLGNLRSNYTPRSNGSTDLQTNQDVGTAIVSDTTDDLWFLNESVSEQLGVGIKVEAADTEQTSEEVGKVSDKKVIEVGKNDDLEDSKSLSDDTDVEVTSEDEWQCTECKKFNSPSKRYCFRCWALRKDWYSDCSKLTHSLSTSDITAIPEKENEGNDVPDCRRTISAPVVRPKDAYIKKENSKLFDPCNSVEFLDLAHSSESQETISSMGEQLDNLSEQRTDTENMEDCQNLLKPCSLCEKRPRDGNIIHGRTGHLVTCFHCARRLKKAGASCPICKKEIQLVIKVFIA
Target sequence (Q00987 whole entry, looked up): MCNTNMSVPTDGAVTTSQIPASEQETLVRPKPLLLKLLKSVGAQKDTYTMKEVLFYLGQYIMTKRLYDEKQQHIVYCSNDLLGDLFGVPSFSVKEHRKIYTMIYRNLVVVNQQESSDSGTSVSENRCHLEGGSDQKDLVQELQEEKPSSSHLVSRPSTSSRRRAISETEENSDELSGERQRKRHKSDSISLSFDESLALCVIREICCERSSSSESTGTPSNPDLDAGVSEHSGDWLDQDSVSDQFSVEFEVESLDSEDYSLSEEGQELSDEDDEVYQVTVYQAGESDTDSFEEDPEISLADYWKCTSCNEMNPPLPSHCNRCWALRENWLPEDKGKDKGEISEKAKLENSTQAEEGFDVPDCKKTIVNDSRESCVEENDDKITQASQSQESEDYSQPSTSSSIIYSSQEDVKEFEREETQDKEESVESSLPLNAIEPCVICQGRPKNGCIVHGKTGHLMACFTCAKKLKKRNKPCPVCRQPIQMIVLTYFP
APJ antag – antagonists of human APJ apelin receptor; P35414; CHO-K1 APJ beta-arrestin complementation, luminescence; inhibition, % at 20 µM; 330,000 tested, 0.32% active; AID 2521;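 active = inhibition above about 40% at 20 µM, limit read from the data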;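 note: cells challenged with 10 nM apelin-13 agonist together with compound; plate controls were apelin-13 plus DMSO wells for no effect and DMSO wells lacking apelin-13 for full effect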
Jurkat NFkB inh – inhibitors of the PMA/ionomycin-induced NF-kB reporter in Jurkat cells; PMA/ionomycin-induced NF-kB luciferase reporter, luminescence; AID 435003; inhibition, % at 4 µM; 330,000 tested, 0.53% active; in the data active = inhibition above about 50%
tim23-1 inh – tim23-1 yeast growth inhibition. S. cerevisiae tim23-1 growth, BacTiter-Glo luminescence, 24 h. inhibition, % at 20 µM. 330,000 tested, 1.3% active. AID 463212;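 active = growth inhibition of the mutant yeast at or above 50%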;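 note: temperature-sensitive mutant grown at 25 °C; plate controls were DMSO-treated mutant yeast for no effect and medium wells lacking yeast for full effect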
697 NFkB inh – lowers PMA/ionomycin-induced NF-kB signal in 697 B cells; 697 B-cell NF-kB luciferase reporter, 16 h; inhibition, % at 4 µM; 330,000 tested, 0.33% active; AID 435022; in the data active = inhibition above about 35%
UPR CHOP act – activators of apoptotic arm of unfolded protein response (CHOP) | AID 449763 | CHO-CHOP luciferase reporter, UPR activation, luminescence; percent of tunicamycin response over DMSO baseline | 330,000 tested, 0.34% active | activation, % at 10 µM;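 active = at 10 µM dose, activation of 40% or more, normalized to positive control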;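 note: 100% = tunicamycin at 10 µg/mL and 0% = DMSO alone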
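System: CHO-CHOP luciferase reporter cell line; amount: 500 cells/well; buffer or medium: F12 medium containing 10% fetal bovine serum; incubation: 6 h compound exposure at 37 °C after overnight seeding; measured by: luciferase luminescence after 10 min with Steady-Glo reagent; evaluation: % reporter activation, DMSO baseline versus tunicamycin full activation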
APJ agonist – APJ receptor agonism; P35414; CHO-K1 APJ PathHunter beta-arrestin, luminescence; 0% DMSO wells, 100% apelin; activation, % at 20 µM; 330,000 tested, 0.11% active;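 active = activation more than six SD over the plate average, tested at 20 µM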;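 note: 0% = DMSO alone and 100% = apelin-13 at 10 nM; some results filed as inactive read as strong as hits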
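Assay system: CHO-K1 cells stably expressing ProLink-tagged human APJ and arrestin–beta-gal acceptor. Compound dosing: 20 µM single point, 1% DMSO. Times: 16-18 h seeding, 90 min dark compound exposure, 60 min detection. Detection: beta-gal luminescence. Evaluation: APJ–arrestin association signal. Controls: negative DMSO alone, positive Apelin-13 at 10 nM.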
XBP1 UPR activ – activators of adaptive arm of unfolded protein response (XBP1); CHO-XBP1 luciferase reporter, IRE1-XBP1 UPR activation, luminescence; percent of tunicamycin response, DMSO as zero; activation, % at 20 µM; 330,000 tested, 0.33% active;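 active = versus positive control, 20 µM dose yields 30% or more activation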;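 note: 100% = tunicamycin at 10 µg/mL and 0% = DMSO only wells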
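Assay system: IRE1-XBP1 luciferase reporter CHO line. Input: 1000 cells/well. Buffer or medium: F12 with 10% serum. Doses: 20 µM, 1% DMSO. Times: overnight seeding at 37 °C, 6 h compound treatment at 37 °C. Technique: Steady-Glo luciferase glow luminescence, 10 min after reagent addition.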
An asterisk follows results filed as active. The list is partial; rates above refer to the full screens.

molecule	tim23-1 inh	697 NFkB inh	APJ agonist	Mdm2 MdmX PPI	XBP1 UPR activ	APJ antag	Jurkat NFkB inh	UPR CHOP act
Cc1ccc(CN2C3CCCC2CC(NC(=O)Nc2cccc(F)c2)C3)cc1 (configuration not stated)	-12	-9	-3	36	3	12	-10	1.9
COC(=O)c1ccc(CC(C(=O)c2ccccc2)N(C)C)cc1 (configuration not stated)	15	-44	-1	10	-3	5	-62	5.3
COc1ccccc1NC(=O)COC(=O)c1cn(C)c2ccccc12	39	-1	-1	12	0	-4	-18	-0.5
Fc1ccccc1CN1CCN(c2ccc(Cl)cc2)CC1	25	4	-4	8	-6	-15	-11	0.5
Cc1ccc(-c2nc3ccccc3c(=O)n2-c2ncccc2C)cc1	36	-5	-1	-15	0	6	-18	-2.5
CCc1cc2c(s1)NC(=O)CN=C2c1cccs1	-5	5	-3	17	-1	7	-1	-1.6
COc1ccc(-n2c(O)c(C(C)=NCC3CCCO3)c(=O)[nH]c2=O)cc1 (configuration not stated)	12	-18	-2	-13	-1	15	12	1.3
O=c1[nH]c(=O)n(Cc2ccc(F)cc2)c(O)c1C=NCCN1CCCCC1	6	14	-3	2	-2	4	5	4.9
COc1cc(O)cc2c1C(=O)O[C@@H](C)CCCC(=O)CCCCC2	24	1	-2	18	-3	20	-8	-0.4
CC(=O)OC1C=CC2[C@H]3Cc4ccc(O)c5c4[C@@]2(CCN3C)C1O5 (some centres not stated)	13	20	-2	4	-1	14	0	-0.7
COc1cccc(N2C(=O)NC(=O)/C(=C/c3ccc([N+](=O)[O-])s3)C2=O)c1	65*	15	-3	34	-2	26	4	14
COc1ccc(C2C(C#N)=C(N)Oc3c2c(=O)oc2ccccc32)cc1Cn1cc([N+](=O)[O-])cn1 (configuration not stated)	14	-1	6	6	-2	2	-13	-0.5
CCCCCn1c(=O)c(C(=O)Nc2cccc(C)c2)c(O)c2ccccc21	4	-43	4	1	-4	-25	4	-0.9
COc1ccc(CNC(=O)/C=C/c2ccc3[nH]cc(CCN(C)C)c3c2)cc1	10	11	-1	-1	-2	5	-5	0.3
O=C(Cn1c(=O)n(CC2CS2)c2ccccc21)N1CCCCC1 (configuration not stated)	-3	18	-2	16	-1	-6	-7	1.7

Reprinted from the part before: 3 compounds, followed by the next part.
molecule	tim23-1 inh	697 NFkB inh	APJ agonist	Mdm2 MdmX PPI	XBP1 UPR activ	APJ antag	Jurkat NFkB inh	UPR CHOP act
CCCCCn1c(=O)c(C(=O)Nc2cccc(C)c2)c(O)c2ccccc21	4	-43	4	1	-4	-25	4	-0.9
COc1ccc(CNC(=O)/C=C/c2ccc3[nH]cc(CCN(C)C)c3c2)cc1	10	11	-1	-1	-2	5	-5	0.3
O=C(Cn1c(=O)n(CC2CS2)c2ccccc21)N1CCCCC1 (configuration not stated)	-3	18	-2	16	-1	-6	-7	1.7
O=P(/C(=N/O)N1CCCCC1)(N1CCOCC1)N1CCOCC1	-16	-22	-1	-2	0	1	1	1.2
Cc1cccc(NC(=O)N2CC3CC(C2)c2cccc(=O)n2C3)c1 (configuration not stated)	-19	15	-5	-9	-1	-46	-15	2.0
Cc1c2cnn(CC(=O)N3CCC4(CC3)OCCO4)c(=O)c2c(C)n1Cc1ccccc1F	5	-45	-4	15	2	18	-2	-0.5
Cc1ccc(CN2CCCN(Cc3ccc(C)cc3)S2(=O)=O)cc1	21	-3	-4	9	-1	2	3	-0.2
Cc1ccc2nc3c(cc2c1)CC1(C(=O)N(C)C(=O)N(C)C1=O)C1COCCN31 (configuration not stated)	18	17	-3	-3	-1	13	-22	2.6
O=C1CCCN1c1ccc(S(=O)(=O)O)cc1 (tested in a mixture with another compound)	3	-9	-3	1	-2	-6	-9	1.1
COc1ccc(S(=O)(=O)Cc2ccc(C(=O)N3CCC4(CC3)OCCO4)o2)cc1	6	17	-1	-1	1	-2	-6	8.4
O=c1[nH]c(=O)n(Cc2ccccc2)c(O)c1C=Nc1ccc(CN2CCOCC2)cc1	13	2	-3	20	-3	25	-3	-1.2
N[C@@H](Cn1oc(=O)[nH]c1=O)C(=O)O	2	-7	3	-8	-10	-14	-3	-0.2
O=c1[nH]c(=O)n(Cc2ccccc2)c(O)c1C=NCCN1CCNCC1	-75	-2	2	-22	1	6	-24	-1.6
CCCCCCn1c(O)c(C=NC2CCN(Cc3ccccc3)CC2)c(=O)[nH]c1=O	18	-55	-4	23	-5	10	22	-0.6
Oc1ccc(CC2CC3CCN2CC3)cc1O (configuration not stated)	8	3	-3	7	1	8	4	1.3
Cn1c(O)c(C=Nc2ccc(Cl)cc2)c(=O)n(C)c1=O	13	-8	0	-25	1	-9	-9	-0.5
COCCOC(=O)c1c(C)oc2ccc(OC(=O)N(C)C)cc12	9	2	1	-10	3	-5	-5	-1.2
O=C1CC(=O)N(c2ccc(Cl)cc2)C(=O)N1	13	3	-2	17	0	-3	6	0.1
O=C1/C(=C/c2ccccc2Cl)N2CCC1CC2	26	9	-3	-9	-1	-4	8	1.1
CCCCCn1c(=O)c(C(=O)Nc2c(C)n(C)n(-c3ccccc3)c2=O)c(O)c2ccccc21	26	-17	0	22	1	5	-13	-0.7
COC(=O)C1=C(c2ccc(Cl)c(C(F)(F)F)c2)C[C@@H]2CC[C@H]1N2C(=O)NCCOc1ccccc1Cl	27	-8	-3	27	-1	-5	13	-1.7
CC(=O)c1cccc(OCC(=O)N2CCN(CC(=O)Nc3cccc(F)c3)CC2)c1	5	17	1	-4	-1	-3	6	2.4
COc1ccc(C(C)=O)cc1CC(C(=O)c1ccc(C)c(C)c1)N(C)C (configuration not stated)	13	-31	0	-13	3	10	8	4.7
CCC(C#N)(CC)P(=S)(c1ccccc1)c1ccccc1	11	-14	-6	-5	-1	0	0	-1.3
Cc1ccc(-n2c(-c3ccc([N+](=O)[O-])cc3)nc3ccccc3c2=O)cc1	49	2	-3	15	-1	-4	7	-3.4
C[C@]12CCC3C(CC[C@H]4C[C@H](O)CC[C@]34C)C1C[C@H](O)[C@@H]2O (some centres not stated)	31	13	-2	17	1	5	4	1.1
O=C(c1cc(-c2ccncc2)nc2ccccc12)N1CCC2(CC1)OCCO2	26	5	-3	-29	-2	0	-17	1.6
CCCCn1c(=O)c(C(=O)NCc2ccccc2OC)c(O)c2ccccc21	15	-13	-3	26	0	19	3	0.9
COc1cc(CN=Cc2c(O)n(C(C)(C)C)c(=O)[nH]c2=O)cc(OC)c1	24	4	1	11	-5	4	-16	-0.9
c1cncc(C2CCCN2)c1 (configuration not stated)	18	5	4	-8	-5	4	-3	-2.3
CCC(=O)c1ccc(OCC(=O)N2CCN(CC(=O)Nc3ccccc3C(F)(F)F)CC2)cc1	9	-10	-3	23	-4	-6	26	1.1
OC(CCNCCc1c[nH]c2ccccc12)C(F)(F)F (configuration not stated)	17	25	0	-30	0	3	3	0.7
Cc1cccn2c(NCC3CCCO3)c(C(C)C)nc12 (configuration not stated)	6	15	-1	-4	1	-8	-10	2.1
c1cncc(C2CCCCN2Cc2ccc3c(c2)OCO3)c1 (configuration not stated)	15	-9	-5	3	2	9	4	2.3
S=C1NC2(CCCCC2)NC12CCCCC2	-6	-27	-3	7	-5	10	-19	-0.3
COc1ccc(C2NCc3ccc4c(c3-n3cccc32)OCO4)cc1O (configuration not stated)	3	-44	-5	46	0	-9	37	-1.6
CCOC(=O)c1cccc([P+](=O)O)c1	25	7	7	-3	1	7	9	-0.3
CCOC(=O)[C@@]1(C#N)[C@@H]2C=CC(C(N)=O)=CN2[C@@H](C(N)=O)[C@@H]1c1cccc(Cl)c1	21	12	10	6	-2	-9	2	-0.8
CCOC(=O)C1CCCCC12C(C#N)=C(N)Oc1n[nH]c(C)c12 (configuration not stated)	-2	6	-4	9	-2	14	2	-1.7
CC(O)(CS(=O)(=O)c1ccccc1)C(=O)Nc1cccc(C(F)(F)F)c1 (configuration not stated)	24	-32	-4	-3	0	9	-25	-0.1
COc1ccccc1N1CCN(Cc2ccc(F)cc2)CC1	14	-19	-2	-9	3	9	6	4.3
CC(C)(C)P(=O)(c1ccncc1)N1CCCC1 (configuration not stated)	-2	10	-3	12	-3	-5	-5	0.9
COC(=O)C1=C(c2ccc(F)cc2OCc2ccccc2)C[C@@H]2CC[C@H]1N2C(=O)NCc1cccc(F)c1	25	4	-3	26	2	6	-9	1.5
CC(C)n1c(=O)c(C=Nc2ccc(Br)cc2)c(O)n(Cc2ccco2)c1=O	14	-12	-2	-33	-3	13	-2	0.6
O=C(CN1CCCC1=O)N1CCOCC1	14	2	-2	-7	-3	-11	14	-1.7
O=S(=O)(c1ccc(Cl)cc1)N1CCCC1c1cccnc1 (configuration not stated)	-76	10	0	-7	0	10	-4	2.2
COC(=O)C1=C(c2ccc(F)cc2F)C[C@@H]2CC[C@H]1N2C(=O)NCc1ccc(F)cc1	23	-3	-3	20	-2	-12	-11	-0.2
CCOP(=O)(CN(CC)CCNP(=O)(OCC)OCC)OCC	-9	3	2	22	0	-2	1	-1.7

Some of the entries so far, with values under each structure.
Value order: tim23-1 inh | 697 NFkB inh | APJ agonist | Mdm2 MdmX PPI | XBP1 UPR activ | APJ antag | Jurkat NFkB inh | UPR CHOP act
> O=c1[nH]c(=O)n(Cc2ccccc2)c(O)c1C=NCCN1CCNCC1
→ -75 | -2 | 2 | -22 | 1 | 6 | -24 | -1.6
> CCCCCCn1c(O)c(C=NC2CCN(Cc3ccccc3)CC2)c(=O)[nH]c1=O
→ 18 | -55 | -4 | 23 | -5 | 10 | 22 | -0.6

Later entries
molecule	tim23-1 inh	697 NFkB inh	APJ agonist	Mdm2 MdmX PPI	XBP1 UPR activ	APJ antag	Jurkat NFkB inh	UPR CHOP act
COc1ccc2c(C)c(CC(=O)N3C[C@H]4C[C@@H](C3)c3cccc(=O)n3C4)c(=O)oc2c1	-4	24	-3	3	-1	-41	-5	-1.2
O=C(Nc1ccc(OC(=O)N2CCCCC2)cc1)N1CCOCC1	2	58*	-1	2	-6	-4	3	-3.7
S=C1CN=C(c2ccccc2Cl)c2cc(Cl)ccc2N1	-4	-14	-5	-3	-2	4	-2	3.6
CC(=O)NC(=O)NC(C)Cc1ccccc1 (configuration not stated)	8	23	-4	16	2	10	9	-1.1
CCC(=Nc1ccc2c(c1)CCC2)c1c(O)n(C)c(=O)n(C)c1=O	1	-43	0	16	-3	9	15	-2.3
CC(C)NS(=O)(=O)c1ccc(OCC(=O)N2CCN(Cc3ccccc3)CC2)cc1	1	-1	5	19	1	-3	19	-1.6
CN(C)c1nc(OCCNC(=O)COc2ccc(Cl)cc2Cl)nc(N2CCCCC2)n1	18	-8	-3	-3	0	-3	4	1.5
CCCC(C)n1[nH]c(=O)c2c1NC(=O)CSC2c1ccccc1 (configuration not stated)	0	-4	-2	11	1	12	0	0.8
CC12CN3CC(C)(CN(C1)C3c1ccco1)C2=O (configuration not stated)	11	20	1	13	-2	3	7	0.4
CCC(=NCc1cccnc1)c1c(O)n(Cc2ccccc2)c(=O)[nH]c1=O	-21	-7	-2	11	-1	-3	-4	-0.5
CC[C@@]1(O)C(=O)OCc2c1cc1n(c2=O)Cc2cc3c(NC(=O)CN)cccc3nc2-1	5	-132	0	84*	-1	-1	49	-0.6
